M1 ag: agonists of human M1 muscarinic receptor | P11229 | CHO-K1 hM1, Fluo-8 calcium fluorescence, agonist mode; 0% DMSO, 100% acetylcholine EC100 | activation, % at 3 µM | 360,000 compounds, 0.33% hits | AID 588814;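 active means activation above the run's mean compound activation plus 3 SD, cut at about 16% in these data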;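 further: peak over basal fluorescence ratio within a 140 s kinetic read after compound addition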
Target sequence (P11229 whole entry, looked up): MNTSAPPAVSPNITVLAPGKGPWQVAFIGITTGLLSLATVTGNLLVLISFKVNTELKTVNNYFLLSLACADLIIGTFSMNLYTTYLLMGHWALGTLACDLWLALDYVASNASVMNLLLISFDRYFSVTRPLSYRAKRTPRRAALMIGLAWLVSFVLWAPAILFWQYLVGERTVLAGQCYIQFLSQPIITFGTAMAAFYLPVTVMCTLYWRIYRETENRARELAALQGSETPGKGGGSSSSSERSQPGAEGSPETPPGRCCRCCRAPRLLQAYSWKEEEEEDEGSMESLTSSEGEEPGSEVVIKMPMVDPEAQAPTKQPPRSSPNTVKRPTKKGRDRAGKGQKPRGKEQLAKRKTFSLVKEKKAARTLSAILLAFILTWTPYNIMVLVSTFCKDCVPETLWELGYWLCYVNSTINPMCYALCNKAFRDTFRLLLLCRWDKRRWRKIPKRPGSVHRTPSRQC
M4 ag: agonists of human muscarinic M4 receptor (CHRM4). CHO-K1 hM4/Gqi5, Fluo-8 calcium fluorescence; vehicle 0%, full acetylcholine response 100%. 360,000 compounds, 0.14% hits. P08173. activation, % at 3 µM. AID 624127;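 active means activation above the run mean over all test wells plus 3 SD, cut at about 32% in these data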;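 further: peak over basal fluorescence ratio per well then scaled between controls; 0% = DMSO wells and 100% = acetylcholine at EC100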
Target sequence (P08173 whole entry, looked up): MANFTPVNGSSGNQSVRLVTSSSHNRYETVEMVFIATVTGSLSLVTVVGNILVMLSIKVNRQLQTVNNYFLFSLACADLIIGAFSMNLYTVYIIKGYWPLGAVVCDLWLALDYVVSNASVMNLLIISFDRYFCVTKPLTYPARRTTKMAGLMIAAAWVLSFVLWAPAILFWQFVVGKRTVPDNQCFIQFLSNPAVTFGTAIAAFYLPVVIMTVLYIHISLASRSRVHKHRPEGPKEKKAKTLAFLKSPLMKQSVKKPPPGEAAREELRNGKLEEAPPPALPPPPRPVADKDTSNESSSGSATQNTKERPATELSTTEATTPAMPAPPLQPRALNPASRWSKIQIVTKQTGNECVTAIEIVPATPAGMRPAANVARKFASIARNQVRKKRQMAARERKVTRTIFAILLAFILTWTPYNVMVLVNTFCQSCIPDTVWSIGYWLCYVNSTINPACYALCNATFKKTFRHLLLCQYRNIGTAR
M4 antag: antagonists of human muscarinic M4 receptor (CHRM4). P08173. CHO-hM4 cells, ACh EC80, Fluo-8 calcium fluorescence. inhibition, % at 3 µM. 360,000 compounds, 0.73% hits. AID 624125;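 active means inhibition above its plate's cutoff, the mean inhibition of sample wells plus 3 SD, cut at about 27% in these data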;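 further: 0% = acetylcholine EC80 with DMSO and 100% = DMSO without agonist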
CHO parental Ca: counter-screen: ATP calcium response change in parental CHO cells. AID 463079. 330,000 compounds, 0.63% hits. inhibition, % at 5.6 µM. parental CHO-K1, ATP-induced calcium, Fluo-8 fluorescence;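 active means inhibition above that plate's mean sample inhibition plus 3 SD, cut at about 26% in these data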;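 further: 0% = ATP-challenged DMSO wells and 100% = DMSO wells without ATP; some compounds past the cut are filed as inactive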
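material = parental CHO cells | also added = ATP as calcium-mobilizing challenge | dosing = single point at 5.6 µM | detection = intracellular calcium via Fluo-8 no-wash fluorescent dye | read-out = % inhibition | benchmarks = low control ATP plus DMSO, high control DMSO only | repeats = one well per compound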
M1 PAM: positive allosteric modulators of human M1 muscarinic receptor | P11229 | CHO-K1 hM1, Fluo-8 calcium fluorescence, ACh EC20; 0% = ACh EC20, 100% = maximal ACh | activation, % at 3 µM | 360,000 compounds, 0.088% hits | AID 588819; in the data active means activation above about 19%, passing the limit was not always enough
M1 antag: blocks human M1 muscarinic receptor; P11229; inhibition, % at 3 µM; 360,000 compounds, 1.3% hits; CHO-K1 hM1, Fluo-8 calcium fluorescence, ACh EC80 antagonist;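 active means percent inhibition above its own plate's cutoff, namely the mean of that plate's compound wells plus 3 SD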;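 further: peak over basal fluorescence ratio during 140 s after agonist addition; 0% = ACh EC80 plus DMSO and 100% = DMSO alone without agonist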
OXTR potentiate: potentiates the human oxytocin receptor response; P30559; activation, % at 3 µM; CHO-OTR cells, Fluo-8 calcium fluorescence, potentiator mode; 0% = oxytocin EC15, 100% = EC100; AID 2445; 320,000 compounds, 0.061% hits;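 active means activation above that plate's cutoff, the mean activation of tested compounds plus 3 SD, cut at about 6.6% in these data, passing the limit was not always enough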;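 further: 100% uses oxytocin at 75 nM as the full agonist control; some results filed as inactive read as strong as hits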
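Assay system: CHO cell line stably expressing human OTR | Also added: Oxytocin at about EC15, sub-maximal agonist stimulus | Times: Compound 6 min at room temperature before oxytocin, 100 s read | Measured by: Fluo-8 intracellular calcium fluorescence, ex 470-495, em 515-575 nm | Controls: EC15 oxytocin alone as 0%, 75 nM oxytocin as 100%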
M1 ag parental: counter-screen for M1 agonists: effect in parental CHO-K1 cells; Fluo-8 calcium fluorescence; scaled to maximal ATP response, vehicle zero; activation, % at 3 µM; 360,000 compounds, 0.48% hits; in the data active means activation above about 15%;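 further: untransfected CHO-K1 host cells lacking M1 receptor as counterscreen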
CHO-K1 Ca antag: nonselective inhibitor or artifact in parental CHO-K1 cells | ATP-induced calcium, Fluo-8 fluorescence | inhibition, % at 3 µM | 360,000 compounds, 0.6% hits | AID 602250;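 active means inhibition above a per-plate cutoff, the plate's mean sample inhibition plus 3 SD, cut at about 24% in these data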;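 further: 0% = DMSO plus EC80 ATP and 100% = DMSO alone without ATP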
Numbers without * were called inactive; nt = not tested or not shown.

SMILES | M1 ag | M4 ag | M4 antag | CHO parental Ca | M1 PAM | M1 antag | OXTR potentiate | M1 ag parental | CHO-K1 Ca antag
Cc1nc(N2CCNCC2)c2c3c(sc2n1)CCCC3 | -10 | 2 | 8 | -10 | 11 | -16 | 4 | -0.5 | 15
CCc1ccc(CN(C)Cc2c(C(=O)N3CCOCC3)nc3c(C)cccn23)nc1 | -8 | 1 | 6 | nt | -4 | 6 | nt | 0.4 | -5
COc1ccc(CCNC(=S)c2ccccc2)cc1OC | 2 | 15 | 3 | 13 | -9 | 5 | -23 | 14 | 1
N#CCCN(NC(=O)OCc1ccccc1)C(=O)OCc1ccccc1 | -6 | 4 | -11 | nt | 4 | -14 | nt | 0.4 | -8
Cc1ccc(Cn2cc(CN3CC(N4CCN(C)CC4)CS3(=O)=O)nn2)cc1 (stereo not given) | nt | 1 | 7 | nt | nt | nt | nt | 0.1 | -11
Cc1nnc(NC(=O)CC(C)c2ccccc2)s1 (stereo not given) | -4 | 1 | 2 | -4 | 14 | -19 | -7 | 0.6 | -14
CCOC(=O)C1CCN(C(=O)c2sc3ncn(CC(=O)N4CCCCC4)c(=O)c3c2C)CC1 | -1 | 0 | -1 | nt | 1 | -1 | nt | 0.2 | -12
CCOC(=O)C1(CCc2ccccc2)CCN(C(=O)C(C)n2cncn2)CC1 (stereo not given) | -2 | 2 | -4 | -8 | 3 | 1 | -2 | 0.7 | -4
COc1ccc(NC(=O)c2cc(C3CCCCN3C(=O)OCc3ccccc3)on2)c(C)c1 (stereo not given) | -4 | 3 | -13 | nt | -4 | 3 | nt | 1.0 | 2
COc1ccc(-c2c(C)nn3c(N4CCC(C(=O)N5CCCCC5)CC4)cc(C)nc23)cc1OC | 1 | 0 | -6 | -20 | 17 | -23 | 1 | 0.0 | -8
Cc1nn(-c2ccccc2)c(C)c1C1C(C#N)=C(N)Oc2n[nH]c(C)c21 (stereo not given) | -2 | 0 | -14 | -17 | 11 | -15 | -5 | 1.3 | -27
Cc1cc(C)c(C(=O)COC(=O)c2cccnc2Cl)c(C)c1 | 1 | 1 | -7 | -19 | 8 | -4 | -11 | 1.5 | -10
CS(=O)(=O)N(CCC#N)Cc1ccc(C=O)o1 | -7 | 1 | 6 | -4 | 13 | -7 | 4 | 0.8 | 5
COc1ccc(CNC(=O)Cn2nc(Cc3cccnc3)c3ccccc3c2=O)cc1 | -7 | 2 | -5 | -12 | 4 | -7 | -1 | 0.5 | 4
CCCN(C(=O)c1nc2nccc(C)n2n1)c1c(N)n(Cc2ccccc2)c(=O)[nH]c1=O | -3 | 0 | -10 | -16 | 6 | -9 | 0 | 0.6 | -17
O=C(NCc1cccs1)c1csc(COCCO)n1 | -2 | 1 | -10 | nt | 4 | -4 | nt | 0.1 | -4
CCOc1cccc2c1OC1(C)CC2NC(=O)N1c1cccc(F)c1 (stereo not given) | -3 | 2 | 4 | -11 | -5 | 2 | -3 | 0.8 | 8
COC(=O)CC1COc2ccccc2N1C(=O)c1cc(OC)c(OC)c(OC)c1 (stereo not given) | 5 | 1 | 3 | -20 | 12 | -8 | -11 | 0.5 | 6
CS(=O)(=O)Nc1ccc(C2=NN(C(=O)c3ccco3)C(c3ccc(F)cc3)C2)cc1 (stereo not given) | -3 | 1 | 5 | 1 | 5 | 3 | -13 | 0.9 | 2
CC1Cn2c(nnc2-c2ccccc2O)S1 (stereo not given) | -14 | -1 | -13 | -4 | -14 | 17 | 3 | 0.4 | -1
O=C(CN1CCOCC1)Nc1c(C(=O)C2CC2)oc2ccccc12 | -3 | 2 | -7 | -13 | 13 | -6 | 4 | 0.4 | -2
CCOC(=O)C(CN1CCCC1)c1ccccc1 (stereo not given) | -11 | 0 | 9 | 4 | -9 | 14 | -14 | 0.1 | -13
COc1ccc(OC)c(C2C(C(=O)Nc3nc4ccccc4s3)=C(C)NC3=C2C(=O)CCC3)c1 (stereo not given) | -1 | 3 | 11 | 20 | 9 | -3 | -25 | 0.6 | 2
CC(C)N(C)c1ncnc2c1ncn2[C@H]1CN(Cc2ccc3c(c2)OCO3)C[C@@H](CO)O1 | 0 | 3 | 0 | nt | -4 | -6 | nt | 1.0 | 5
CN1C(=O)[C@H]2[C@@H](/C=C/c3ccccc3)N3C(=O)CN(Cc4ccc(-c5ccccc5)cc4)C(=O)[C@@]3(Cc3ccccc3)[C@H]2C1=O | -4 | 2 | -5 | -24 | 9 | -10 | -2 | 0.6 | -17
Cc1ccc(C)c(Cc2c(C)nc3c(C(=O)N4CCOCC4)cnn3c2C)c1 | -1 | 2 | -3 | -16 | 2 | -3 | -5 | 2.0 | -21
Cc1ccc(NC(=S)NN(C)c2nc(C)cnc2C)cc1 | -6 | 0 | 6 | -8 | 10 | -9 | -4 | 0.5 | -1
COc1ccc(C2/C=C\CN(C(=O)C3CC3)CC(=O)N2Cc2ccc(F)cc2)cc1 (stereo not given) | -3 | 2 | 3 | -21 | -15 | 25 | -14 | -0.5 | 25*
O=C(NCc1ccccc1F)c1cccs1 | -4 | 0 | 14 | -7 | -5 | 15 | -4 | 0.0 | -4
CC(Sc1nc2ccccc2[nH]1)C(=O)Nc1ccccc1F (stereo not given) | -4 | 0 | 7 | -10 | 8 | -4 | -12 | 4.0 | -16

Of the compounds above, three contain a furan ring, fused or not.
SMILES | M1 ag | M4 ag | M4 antag | CHO parental Ca | M1 PAM | M1 antag | OXTR potentiate | M1 ag parental | CHO-K1 Ca antag
CS(=O)(=O)N(CCC#N)Cc1ccc(C=O)o1 | -7 | 1 | 6 | -4 | 13 | -7 | 4 | 0.8 | 5
CS(=O)(=O)Nc1ccc(C2=NN(C(=O)c3ccco3)C(c3ccc(F)cc3)C2)cc1 (stereo not given) | -3 | 1 | 5 | 1 | 5 | 3 | -13 | 0.9 | 2
O=C(CN1CCOCC1)Nc1c(C(=O)C2CC2)oc2ccccc12 | -3 | 2 | -7 | -13 | 13 | -6 | 4 | 0.4 | -2

Next part.
SMILES | M1 ag | M4 ag | M4 antag | CHO parental Ca | M1 PAM | M1 antag | OXTR potentiate | M1 ag parental | CHO-K1 Ca antag
COc1ccc(-c2nc3c4ccccc4ccn3c2C=O)cc1 | -6 | 1 | -5 | -11 | 3 | -12 | -8 | 0.7 | -2
Cc1nnc(SCC(=O)Nc2ccc3c(c2)COC3=O)n1-c1ccccc1 | -3 | 1 | -1 | -6 | 5 | -8 | -2 | 0.4 | -4
Cc1cccc(-c2nsc(SCC(=O)NCc3ccc4c(c3)OCO4)n2)c1 | -4 | 1 | -10 | -17 | 6 | -8 | 3 | 0.2 | -12
CC(=O)OCC1=C(C(=O)O)N2C(=O)C(NC(=O)CCn3nc(C(F)(F)F)c(Br)c3C3CC3)C2SC1 (stereo not given) | -7 | 0 | 3 | 2 | 3 | -4 | -13 | -0.1 | -6
COc1ccccc1CNc1nc(Nc2ccccc2OC)c2sccc2n1 | 0 | 8 | 15 | nt | -13 | 25 | nt | 4.3 | 13
C[N+](C)(C)CCNC(=O)c1ccccc1 | nt | 1 | -7 | nt | nt | nt | nt | -0.5 | 5
O=S1(=O)CCN(C(CCO)c2cccc(C(F)(F)F)c2)CC1 (stereo not given) | -5 | 2 | 3 | -9 | 9 | -7 | 1 | 1.6 | -10
N#Cc1ccc2[nH]cc(C3c4cc(F)ccc4C=C(c4ccsc4)N3c3ccc(C#CCCO)cc3)c2c1 (stereo not given) | nt | 2 | 41* | nt | nt | nt | nt | 1.1 | -4
CCCCn1c(=O)[nH]c(=O)c2c1nc(-c1ccc(C(F)(F)F)cc1)n2C | -5 | 2 | -11 | 3 | 3 | 2 | -4 | 0.9 | -9
COc1ccc(N2CCN(C(=O)c3ccc(N4C(=O)NC5CC4(C)Oc4ccccc45)cc3)CC2)cc1 (stereo not given) | 1 | 8 | -9 | -13 | 0 | 7 | -4 | 3.2 | -8
O=C(Cn1nnc2ccccc2c1=O)Nc1ccc2c(c1)CCC2 | -4 | 2 | 0 | -14 | 14 | -25 | -3 | 0.0 | 3
OC1(c2ccc(Cl)c(Cl)c2)C[n+]2ccccc2N1Cc1ccccc1 (stereo not given) | -7 | 0 | -4 | -24 | -13 | 10 | -1 | 0.0 | -23
C=CCC[C@H](CCCCC)OC(=O)/C=C/[C@@H](O)[C@H](O)C[C@@H](O)CC=C | nt | -1 | 7 | nt | nt | nt | nt | 0.0 | -3
O=C(NNS(=O)(=O)c1ccc(F)cc1)c1ccc2c(c1)OCO2 | -5 | 1 | -5 | -3 | -5 | 8 | -9 | 1.3 | -4
CCc1ccc(OCC(=O)N/N=C/c2cc([N+](=O)[O-])ccc2N2CCOCC2)cc1 | -3 | 4 | -10 | -12 | 11 | -2 | 0 | 0.7 | 2
COC(=O)c1ccc(CO/N=C/c2cccc([N+](=O)[O-])c2)cc1 | -1 | 0 | -15 | 4 | -2 | 2 | -3 | 0.8 | -9
O=C(Nc1sc2c(c1C(=O)NCCO)CCCC2)c1ccco1 | -4 | 4 | -4 | -1 | 4 | -9 | -3 | 1.1 | -15
CC(C(=O)Nc1ccc(Cl)cc1)N1C(=O)NC2(CCCC2)C1=O (stereo not given) | 0 | 1 | 5 | -10 | 1 | -5 | -7 | 0.2 | -6
CC1CCCCC1NC(=O)c1cc(=O)[nH]c2ccccc12 (stereo not given) | -3 | 0 | -7 | -2 | 7 | -7 | 0 | 1.2 | -9
O=C(CNS(=O)(=O)c1ccc(Cl)c(C(F)(F)F)c1)NC1CCCCC1 | -1 | 2 | -25 | -24 | 7 | -4 | -1 | 1.3 | -9
Cc1cn2c(=O)c(C(=O)NCc3ccc4c(c3)OCO4)cnc2s1 | -2 | 1 | -5 | -2 | 7 | -9 | 4 | 1.1 | -8
CC1=C(C(=O)OC(C)C)C(c2cccs2)NC(=O)N1 (stereo not given) | -2 | 1 | -7 | -5 | 6 | -4 | 9.9* | 0.2 | -10
Cc1ccc(NC(=O)N2CCC(O)(c3ccc(Cl)cc3)CC2)cc1 | -2 | 3 | -4 | -5 | 6 | -11 | -14 | 1.0 | -4
Cc1ccc(C)c(S(=O)(=O)N2CCN(CC(=O)NC(C)c3ccccc3)CC2)c1 (stereo not given) | -4 | 2 | 2 | -10 | -7 | 29 | -1 | 1.6 | -18
CC1CCCN(S(=O)(=O)c2cc(C(=O)NCc3ccco3)ccc2Cl)C1 (stereo not given) | -5 | 3 | -1 | -8 | 4 | -11 | -10 | 2.9 | -16
COc1cccc2c1C(=O)CC2NC(=O)C(F)(F)F (stereo not given) | 4 | 0 | 7 | 5 | 8 | -17 | -4 | 0.0 | -12
Cc1ccc(NC(=O)C2CCCN2C(=O)NC2CCCCC2)cc1 (stereo not given) | -3 | 2 | 2 | -9 | 12 | -12 | -11 | 1.4 | -23
O=C(O)CCCC(=O)N1CC(=O)Nc2ccccc21 | -3 | 0 | -6 | 8 | 9 | -14 | -5 | -0.1 | 0
COc1ccc(NC(=O)N2CCN(C(=O)C(Cc3ccc(F)cc3)NC(C)=O)CC2)cc1 (stereo not given) | -3 | 0 | 2 | -2 | -1 | 1 | -4 | -0.2 | 1

Screens as filed in PubChem.
